UDG counterscr: UDG inhibition counter-screen; FRET deamination/UDG coupled assay, UDG read, 4 h; Potency, µM (series often up to 115 µM), for the others: top-dose activity change, negative = inhibition, usual class: inhibitors; 91,000 tested, 0.14% active; AID 1347430; note: nearly all actives have a fitted effect of over 65% in size
AID inh: blocks human AID cytidine deaminase activity. AID deamination FRET fluorescence, UDG-coupled, 4 h. 91,000 tested, 0.32% active. Potency, µM (titrated, usually from 115 µM), for inactives: top-dose activity change, negative = inhibition, actives largely listed as inhibitors. Q9GZX7; note: nearly all actives have a fitted effect of over 25% in size
Target sequence (Q9GZX7 whole entry, looked up): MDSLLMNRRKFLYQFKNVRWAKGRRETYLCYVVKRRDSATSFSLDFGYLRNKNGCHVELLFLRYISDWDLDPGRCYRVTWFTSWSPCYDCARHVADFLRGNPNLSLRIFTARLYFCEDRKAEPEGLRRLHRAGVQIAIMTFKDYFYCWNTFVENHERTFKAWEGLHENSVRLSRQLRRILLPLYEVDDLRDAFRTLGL
* = called active by the depositor; ? = inconclusive; [ ] = dose if it differs, or a comment. Calls come from the whole dose curve; as a rule, active = well fitted curve in the direction sought with a large enough effect; inconclusive = small, poorly fitted or top-dose-only effect, or another doubt; inactive = no such curve, though single readings can be large; an effect the other way counts as inactive or inconclusive. % is set by controls: 0 for no effect and ±100 for the full control effect; potency is the fitted concentration of half-maximal effect.

SMILES	UDG counterscr	AID inh
COC(=O)c1ccc(C(=O)OCc2cccc(C(=O)OC)c2)cc1	4.7%	2.3%
COCCn1c(-c2ccc(Cl)cc2Cl)n[nH]c1=S	1.4%	-0.5%
COc1ccc(C23CC4CC(CC(C4)C2)C3)cc1C(=O)NC(c1ccccc1)c1ccccc1	-7.8%	-3.1%
CC1c2ccsc2CCN1C(=O)CNC(=O)c1ccc(Cl)cc1 (stereo not drawn)	-3.4%	-3.4%
O=c1cc(-c2ccc(F)cc2)nc(SCc2nc(-c3cccc(C(F)(F)F)c3)no2)[nH]1	19.2%	-13.5%
COC(=O)c1ccc(COC(=O)c2ccc(N3CCOCC3)nc2)cc1	-1.0%	-2.1%
COc1ccc(N(CC(=O)Nc2cccc(C(C)=O)c2)S(=O)(=O)c2ccccc2)c(OC)c1	-27.5%	-7.1%
Cc1nn(-c2ccc(F)cc2)c(-n2cccc2)c1C(=O)N1CCN(c2ccccc2F)CC1	-6.3%	3.6%
CCOC(=O)c1[nH]c2c(c1Cc1ccccc1)C(=O)CC(c1ccc(Cl)cc1)C2 (stereo not drawn)	-12.8%	?
O=Cc1cccn1Cc1ccccn1	-1.1%	12.9%
COc1ccccc1N(CC(=O)NCCSc1ccccc1)S(=O)(=O)c1ccc(C)cc1	-7.8%[57.5 µM]	2.3%[57.5 µM]
CC(Sc1c(Cl)cccc1Cl)C(=O)NCCC1=CCCCC1 (stereo not drawn)	-2.9%	-6.5%
Cc1csc(SCC(=O)c2ccc3c(c2)CCO3)n1	3.0%	-8.3%
Cc1nc(-c2ccc(F)cc2)sc1CCNC(=O)Cc1ccc(F)cc1	29.1%	-13.2%
CCN(CC)C(=O)COC(=O)c1ccccc1-c1ncc(-c2ccccc2F)o1	-1.9%	-2.6%
COc1ccc(CCNC(=O)c2ccc3c(c2)N(Cc2ccc(F)cc2)C(=O)CS3)cc1OC	-9.6%	?
CCOC(=O)c1[nH]c2ccccc2c1NC(=O)CN(CC)CC	-5.1%	-9.5%
CCC(Sc1ccc(Cl)cc1)C(=O)O (stereo not drawn)	-5.3%	1.7%
O=C(/C=C/c1cccc2ccccc12)Nc1ccc(Cl)cc1C(F)(F)F	0.1%	-1.3%
CCOc1ccccc1NC(=O)c1ccc2c(c1)NC(=O)CS2	12.9%	-0.5%

One compound at a time (already shown). Values in the order: UDG counterscr	AID inh
Listed for COC(=O)c1ccc(C(=O)OCc2cccc(C(=O)OC)c2)cc1 → 4.7%	2.3%
Listed for O=C(/C=C/c1cccc2ccccc12)Nc1ccc(Cl)cc1C(F)(F)F → 0.1%	-1.3%

The list goes on.
SMILES	UDG counterscr	AID inh
CN(C)CCCNc1oc(/C=C/c2ccc(F)cc2)nc1C#N	-0.7%	16.8%
CCCC(=O)n1nc(-c2cccs2)nc1NCc1ccc(C)o1	-8.5%	4.9%
COC(=O)CSc1ncc2c(n1)-c1ccccc1N(Cc1cccc(F)c1)S2(=O)=O	30.2%[activator]	149.3%[activator]
COc1ccc(-c2ccnc3[nH]n(-c4ccccc4)c(=O)c23)cc1	1.0%	-12.6%
CCCN(Cc1cc(=O)[nH]c2c(C)cc(C)cc12)C(=O)Nc1ccccc1OC	0.8%	-2.3%
CCOc1ccc(NC(=O)C(CC)Oc2ccc(F)cc2)c2cccnc12 (stereo not drawn)	4.4%	27.8%
Cc1ccc(-c2cc(C(=O)NCc3cnn(C)c3C)c3cc(Br)ccc3n2)cc1	?	-0.3%
O=C(O)c1cccc(-c2ccc(/C=N/O)o2)c1	-17.5%	6.6%
NCCC1C2CC3CC(C2)CC1C3 (stereo not drawn)	6.4%	-2.2%
CCn1c(COc2ccc(Cl)cc2)n[nH]c1=S	-2.1%	-3.6%
Cc1ccc(N=C2C=CC(C)(C(Cl)(Cl)Cl)C=C2)cc1 (stereo not drawn)	2.7%	-10.7%
CCOC(=O)c1nc(C)[nH]c1C(=O)OCC	-1.4%	4.4%
Cc1ccc(CNC(=O)c2cc3ccc4cccnc4c3[nH]2)cc1	4.7%	-1.1%
O=C(NCc1ccccc1)c1cc(-c2cccc(Cl)c2)on1	5.9%	3.4%
COc1ccc(NC(=O)CN(C)S(=O)(=O)c2cccc3nsnc23)cc1	-4.8%	7.1%
Cc1[nH][nH]c(=O)c1C(c1cccc(OCc2ccc(Cl)cc2)c1)c1c(C)[nH][nH]c1=O	-5.1%	?
COc1ccc(F)cc1S(=O)(=O)Nc1cccc(-c2ccc(N3CCCCCC3)nn2)c1	-3.2%	-5.7%
CC1CCc2c(sc3nnn(Cc4cccc(C(=O)OC(C)C)c4)c(=O)c23)C1 (stereo not drawn)	6.8%	1.7%
NC(=O)C1CCN(c2ncnc3c2cnn3-c2cccc(Cl)c2)CC1	?	-11.5%
CC(C)(C)OC(=O)N1CCC(c2c(C(=O)NCc3ccccc3)cnn2-c2ccc(F)cc2)CC1	-20.5%	?

Following part.
SMILES	UDG counterscr	AID inh
Cc1ccc2cc(CN(CC(C)C)S(=O)(=O)c3ccc(Cl)cc3)c(=O)[nH]c2c1	-15.8%	-4.4%
CCOC(=O)c1noc2ncnc(Nc3cccc(C(F)(F)F)c3)c12	-12.0%	-15.7%
CCOC(=O)c1cnc2cc(Cl)c(OC)cc2c1Nc1ccc(Br)cc1C	-2.7%	2.3%
Cc1ccc(OCc2cc(=O)n3c4c(sc3n2)CCCC4)cc1C	-4.1%	24.7%
Cc1ccc(C(=O)N2CCN(Cc3ccc(Cl)cc3)CC2)cc1C	10.7%	-9.5%
COC(=O)c1ccc(/C=C2\CCc3c(C)cc(C)cc3C2=O)cc1	-2.2%	-8.8%
CC(NCc1ccco1)c1ccccc1 (stereo not drawn)	-0.1%	-2.3%
Cc1ccc(Cl)cc1NC(=O)CSc1nc(C)c(C)c(C)c1C#N	-4.1%	?
O=C(Nc1nccs1)c1cc(-c2ccc(F)cc2)nc2ccccc12	?	-14.4%
COc1ccc(OCc2nc(C#N)c(N3CCOCC3)o2)cc1	6.7%	1.4%
Cc1ccc2nc(NC(=O)CSc3nccn3Cc3ccc(Cl)cc3)sc2c1	-0.1%	-17.7%
COc1cc(CNC(=O)CCCCCCC(C)C)ccc1O	-1.6%	1.5%
Cc1nnc(NC(=O)c2csc(NC3CC3)n2)s1	7.8%	-6.1%
COC(=O)C1=C(C)NC(=O)NC1c1cccc(Oc2ccc(Cl)cc2)c1 (stereo not drawn)	-17.6%	-22.1%
CCOc1ccc(-c2c(C)nn3c(C)c(C(=O)NCCN(C)C)cnc23)cc1OCC	-3.6%	-11.1%
COc1ccccc1Cn1ccn(CC(=O)Nc2c(C)cc(C)cc2C)c(=O)c1=O	6.8%[57.5 µM]	17.0%
CSc1cccc(NC(=O)CN2C(=O)CCc3cc(S(=O)(=O)N4CCCCC4)ccc32)c1	-7.0%	5.6%
CCOc1ccc(CCNC(=O)Cn2nnc(-c3ccccc3)n2)cc1OCC	-5.7%	-2.8%
COc1cccc(CN(C(=O)c2oc3ccc(Br)cc3c2C)C2CCS(=O)(=O)C2)c1 (stereo not drawn)	?	-22.2%
CCN1CCN(c2oc(/C=C/c3ccccc3OC)nc2C#N)CC1	-2.5%	-23.0%

Following part
SMILES	UDG counterscr	AID inh
CCS(=O)(=O)N1CCc2cc(C(=O)Nc3ccc(C)c(Cl)c3)ccc21	-21.9%	-3.2%
Cc1ccc(Nc2nc3ccccc3nc2NS(=O)(=O)c2cccs2)cc1	?	-24.7%
O=C(Nc1ccc(Br)cc1Cl)C12CC3CC(CC(C3)C1)C2	-9.8%	-8.3%
CCCCOc1ccc(C(=O)NCCc2sc(-c3cccc(F)c3)nc2C)cc1	0.0%	4.1%
CCOC(=O)c1ccccc1NC(=O)CSc1nc2ncccc2o1	-13.6%	-8.8%
COc1cc(-c2nc(SCC(=O)Nc3ccc4c(c3)OCO4)c(-c3ccccc3)[nH]2)cc(OC)c1OC	-0.3%	-13.0%
O=C(COC(=O)COc1ccc2ccccc2c1)Nc1ccccc1	-0.9%	-4.3%
NCc1ccc(OCc2cccc(F)c2)cc1	0.5%	-4.7%
Cc1ccc2[nH]cc(CCNC(=O)/C=C/c3ccco3)c2c1	7.4%	-6.6%
O=c1ccc2cc(S(=O)(=O)NCc3ccc(Br)cc3)ccc2[nH]1	-12.4%	?
COC(=O)CNC(=O)c1cc2sccc2n1Cc1ccccc1	0.0%	8.4%
O=C(O)CN(CCO)CCO	-10.6%	0.3%
COCCn1cnnc1SC(C)C(=O)c1ccc(F)cc1 (stereo not drawn)	4.0%	3.3%
CCOc1ccccc1NC(=O)CSc1nc2ccccc2nc1Cc1ccc(C)cc1	-8.1%	18.7%
CSc1cccc(NC(=O)C2CCCCC2)c1	0.4%	-2.7%
O=C(CCS(=O)(=O)c1cccc2nonc12)Nc1ccc(F)cc1F	0.4%	12.9%
COc1ccc(C=O)cc1COc1ccc(C=O)cc1	4.9%	-14.7%
COC(=O)C(C)Oc1cc(Br)c(C=O)cc1OC (stereo not drawn)	-0.9%	0.0%
COc1ccc(S(=O)(=O)N(C)Cc2cnn(C)c2)cc1OC	7.7%	9.0%
CN(Cc1ccc(C(C)(C)C)cc1)C(=O)C1CCN(C(=O)c2ccc(C(F)(F)F)cc2)CC1	-20.8%	-24.3%

Next entries follow.
SMILES	UDG counterscr	AID inh
COC(=O)c1cccc(Cn2nnc3sc4c(c3c2=O)CCC(C(C)(C)C)C4)c1 (stereo not drawn)	?	-16.1%
CNc1nc2c(c(=O)n(C)c(=O)n2C)n1CC(O)COc1ccc(OC)cc1 (stereo not drawn)	?	-3.2%
CCCc1ccc(S(=O)(=O)N2CCC(c3nnc(-c4cccc(C)c4)o3)CC2)cc1	-10.5%	1.7%
CCCn1nc(C)cc1-c1nn2c(-c3cc(F)ccc3F)nnc2s1	3.1%	-10.7%
Cn1c(=O)c2c(nc3n(-c4ccc(O)cc4)c(-c4ccc(Br)cc4)cn23)n(C)c1=O	-4.9%	-1.4%
Cc1nc(-c2cccs2)c(CC(=O)Nc2ccccc2)s1	-0.9%	1.7%
CCN(CC)S(=O)(=O)c1ccc2c(c1)N(CC(=O)N1CCN(c3ccc(Cl)cc3)CC1)C(=O)CO2	1.7%	-10.5%
Cc1ccc(C(=O)N2CCc3cc(CNC(=O)COc4ccccc4)ccc32)cc1	-12.5%	-21.3%
C=C(C)Cn1c(-n2nc(C)cc2C)nc2c1c(=O)n(CCOC)c(=O)n2C	-9.2%	-14.6%
Cc1cc(C)c2nc(N3C(=O)C(O)=C(C(=O)c4ccco4)C3c3cccc(O)c3)sc2c1 (stereo not drawn)	4.0%	?
COc1ccc(CCNC(=O)c2cc(-c3ccccc3)nc3ccccc23)cc1OC	-1.8%	-18.7%
O=C(CS(=O)(=O)Cc1ccccc1)Nc1ccc(F)cc1	-3.2%	-6.3%
O=C(CCn1nc(-c2ccc(Cl)cc2)c2ccccc2c1=O)N1CCCCC1	2.4%	?
Cc1nc2cc(NS(=O)(=O)c3ccccc3C(F)(F)F)ccc2o1	-0.3%	9.1%
CCCn1nc(C(=O)NCc2ccccc2)c2ccccc2c1=O	-5.7%	-9.7%
CC(=O)Nc1cccc(NC(=O)Cn2cc(C(C)=O)c3ccccc32)c1	-2.1%	-3.0%
COc1ccc(OC)c(NC(=O)CSc2ccnc(=O)[nH]2)c1	0.5%	15.6%
Cc1ccc2c(=O)cc(C(=O)Nc3ccc(S(=O)(=O)Nc4onc(C)c4C)cc3)oc2c1	-8.5%[57.5 µM]	-7.1%
O=C(NC1(C(F)(F)F)N=C(c2ccccc2)N(C2CCCCC2)C1=O)c1ccc(F)cc1 (stereo not drawn)	8.3%	23.9%
Cn1nc(C(=O)Nc2ccc(C(F)(F)F)cc2)c2ccccc2c1=O	-3.7%	-3.2%

The final 5 records of the section before come first, to join the parts.
SMILES	UDG counterscr	AID inh
CC(=O)Nc1cccc(NC(=O)Cn2cc(C(C)=O)c3ccccc32)c1	-2.1%	-3.0%
COc1ccc(OC)c(NC(=O)CSc2ccnc(=O)[nH]2)c1	0.5%	15.6%
Cc1ccc2c(=O)cc(C(=O)Nc3ccc(S(=O)(=O)Nc4onc(C)c4C)cc3)oc2c1	-8.5%[57.5 µM]	-7.1%
O=C(NC1(C(F)(F)F)N=C(c2ccccc2)N(C2CCCCC2)C1=O)c1ccc(F)cc1 (stereo not drawn)	8.3%	23.9%
Cn1nc(C(=O)Nc2ccc(C(F)(F)F)cc2)c2ccccc2c1=O	-3.7%	-3.2%
Cc1ccc(NS(=O)(=O)c2cc([N+](=O)[O-])ccc2N/N=C/c2ccccc2)c(C)c1	-2.1%	-4.5%
O=NN(CCCl)C(=O)NCCCl	0.0%	5.7%
C=CCOc1ccc(NC(=O)CC)cc1	-8.7%	1.2%
O=C(CN1CCCC1c1ccc2c(c1)OCCCO2)Nc1cc(Cl)ccc1F (stereo not drawn)	-5.5%	-14.0%
CCC1CCc2sc(C(=O)NCc3csc(-c4ccccc4)n3)cc2C1 (stereo not drawn)	3.3%	2.6%
CCCCC(=O)N1CCCC2CCCCC21 (stereo not drawn)	2.6%	1.0%
COc1ccc(CNC(=O)C=C(C)C)cc1	6.5%	7.0%
O=C(Nc1ccccc1)c1cccnc1NCc1ccccc1	-6.3%	-3.6%
CCCCCC(C)NC(=O)c1ccc(C)c(C)c1 (stereo not drawn)	5.4%	2.6%
CC(Sc1ncccn1)C(=O)c1ccc(F)cc1 (stereo not drawn)	5.0%	9.0%
O=C1CSC(c2ccc(Br)cc2)N1c1cccc(C(F)(F)F)c1 (stereo not drawn)	-3.9%	-17.4%

Some of the compounds tested; rates above refer to the full screens.
